Assay outcomes (PubChem BioAssay)
VEEV TC-83 Vero: inhibitors of VEEV TC-83 cytopathic effect, confirmation, Vero cells (AID 588727). Vero cells, VEEV TC-83 cytopathic effect inhibition; higher % means a stronger effect. one-dose inhibition, % at 20 µM; IC50 in µM for titrated hits. 350,000 tested, 0.13% active; in the data active = a potency from the dose series; inconclusive = inhibition mostly from about 14% at the one dose, without a potency; inactive = the rest, 99 in 100 with inhibition below about 12%; also: strong numbers were not always called active
Salmonella PhoP GFP: PhoP regulon inhibitors, Salmonella typhi PhoP promoter GFP reporter, confirmatory (AID 1850); Salmonella Typhi PhoP-promoter GFP reporter, fluorescence, 4 h; higher % means a stronger effect; inhibition, % at 50 µM, or IC50 in µM where a hit was titrated; 310,000 tested, 0.33% active; in the data active = a potency from the dose series; inconclusive = inhibition mostly from about 25% at the one dose, without a potency; inactive = the rest, 99 in 100 with inhibition below about 19%;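 also: 0% = induced wells with vehicle and 100% = uninduced wells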
influenza NS1A: H1N1 influenza NS1A inhibitors, functional cell based assay (AID 504329); NS1A functional cell-based assay, percent inhibition; higher % means a stronger effect; inhibition, % at 12.5 µM; hits with a dose series show IC50 in µM; 340,000 tested, 0.3% active; in the data active = a potency from the dose series; inconclusive = inhibition above about 27% without an active follow-up result; also: strong numbers were not always called active
H37Rv inhibition: M. tuberculosis growth inhibition, HTS (AID 449762) | M. tuberculosis H37Rv growth inhibition, 7H9 media; higher % means a stronger effect | 330,000 tested, 0.59% active | inhibition, % at 25 µM, or IC50 in µM where a hit was titrated; in the data active = a potency from the dose series; inconclusive = inhibition above about 70% without an active follow-up result;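 also: bacterial growth assessed after seven days of incubation; strong numbers were not always called active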
M. tuberculosis: growth inhibition of non-replicating M. tuberculosis (AID 488890) | Mycobacterium tuberculosis non-replicating, growth inhibition; higher % means a stronger effect | inhibition, % at 25 µM; hits with a dose series show IC50 in µM | 320,000 tested, 0.39% active; in the data active = a potency from the dose series; inconclusive = inhibition mostly from about 82% at the one dose, without a potency; inactive = the rest, 99 in 100 with inhibition below about 76%;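 also: plate controls were DMSO cells for no effect and high antibiotic wells for full effect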
VEEV TC-83 Vero 10K pilot screen: also measured in VEEV TC-83 Vero; calls as there; inhibition, %; measured here: 10K pilot screen inhibition
An asterisk follows results filed as active; i = inactive; ? = inconclusive; / = no result given; & = joins results of further samples. This is a random part of the collection. Share with any hit: about 1.6%.

A first look (6 entries):
SMILES	VEEV TC-83 Vero	Salmonella PhoP GFP	influenza NS1A	H37Rv inhibition	M. tuberculosis	others
COc1ccc(CCCc2nnc(SCc3nc4ccccc4c(=O)[nH]3)n2C)c(C)c1	?	-22%	-4%	-4%	-2%
COC(=O)/C=C1/S/C(=N/N=C/c2ccco2)NC1=O	1.4%	-15%	/	67%	24%
COc1ccccc1CNC(=O)c1cccc(C)c1[N+](=O)[O-]	i	1%	-5%	8%	-1%
COc1ccc(Br)cc1CN(C)C(C)C(=O)Nc1cccc(C(C)=O)c1 (centres undefined)	i	0%	-8%	10%	5%
CC(C)c1cccc(C(C)C)c1NC(=O)COC(=O)C1CCC1	1.8%	6%	-11%	3%	1%
Cc1ccc(C)c(/C=C2\N=C(c3ccccc3F)OC2=O)c1	i	-3%	-10%	-1%	?

All compounds of this part, previewed entries included:
SMILES	VEEV TC-83 Vero	Salmonella PhoP GFP	influenza NS1A	H37Rv inhibition	M. tuberculosis	others
COc1ccc(CCCc2nnc(SCc3nc4ccccc4c(=O)[nH]3)n2C)c(C)c1	?	-22%	-4%	-4%	-2%
COC(=O)/C=C1/S/C(=N/N=C/c2ccco2)NC1=O	1.4%	-15%	/	67%	24%
COc1ccccc1CNC(=O)c1cccc(C)c1[N+](=O)[O-]	i	1%	-5%	8%	-1%
COc1ccc(Br)cc1CN(C)C(C)C(=O)Nc1cccc(C(C)=O)c1 (centres undefined)	i	0%	-8%	10%	5%
CC(C)c1cccc(C(C)C)c1NC(=O)COC(=O)C1CCC1	1.8%	6%	-11%	3%	1%
Cc1ccc(C)c(/C=C2\N=C(c3ccccc3F)OC2=O)c1	i	-3%	-10%	-1%	?
CCN(CC)CCCNC(=O)CSc1nc(-c2cccs2)cc(C(F)(F)F)n1	i	9%	-3%	-5%	17%
Cc1ccc(CNC(=O)c2cc3c(=O)n(C)c4ccccc4c3n2C)o1	3.1%	-11%	10%	-6%	-5%
CCOC(=O)CN(C(=O)COC(=O)C1=NNC(=O)CC1)c1ccc(F)cc1	0.9%	/	-8%	1%	19%
NC1=NC2=C(CCCC2)C2(CCCCC2)S1	i	24%	-11%	5%	?
CCOC(=O)CSCc1cn2cc(Cl)ccc2n1	i	-4%	0%	/	/
CCCCCNC(=O)c1ccc2c(=O)n(CCCN3CCCC3=O)c(=S)[nH]c2c1	0.6%	14%	-5%	-14%	-13%
CCOC(=O)C1C(=O)CC(=O)CC1CC(C)SCC (centres undefined)	i	2%	2%	-15%	-2%
N/C(=N\OC(=O)c1ccc(Cl)cc1)c1[nH]ncc1Br	9.9%	3%	-1%	4%	8%
Cc1cc2ncc(Cl)nc2cc1C	0.4%	-4%	-3%	-1%	-6%
O=C(NCC1CCCO1)c1nn2c(C(F)(F)F)cc(-c3ccco3)nc2c1Cl (centres undefined)	4.2%	-3%	-3%	-5%	-1%
COc1[nH]c2ccc(F)cc2c1C(=O)OCC1CCN(CCNS(C)(=O)=O)CC1	0.6%	-7%	-5%	-5%	-10%
CN(C)CCCN(C(=O)c1ccc(S(=O)(=O)N2CCCCC2)cc1)c1nc2cc3c(cc2s1)OCO3	8.3%	-18%	3%	-2%	/
S=C(Nc1ccc(Cl)cc1)N1CCN(Cc2ccccc2)CC1	4.2%	-4%	-1%	-1%	-12%
CCn1cc(/C=N/NC(=O)COc2cccc3cccnc23)c2ccccc21	9.4%	-8%	-6%	-2%	1%
Cc1csc(NC(=O)CSc2ccc(-c3ccccn3)nn2)n1	1.7%	7%	10µM*	?	?
CN=C(SCc1cc2c(cc1Cl)OCO2)c1c(O)n(C)c(=O)n(C)c1=O	4.8%	-6%	-4%	8%	8%
Cc1ccc(C)c(NC(=O)CN(C)C(=O)C2CCN(C(=O)Nc3ccccc3)CC2)c1	0.1%	5%	-1%	2%	13%
CN(C)S(=O)(=O)c1cccc(N=C2NN=C(c3ccccc3)CS2)c1	/	2%	/	2%	?
Cc1ccc(SCc2cc(=O)c3c(=O)n(-c4ccccc4)[nH]c3[nH]2)cc1	0.3%	4%	7%	2%	7%

The list goes on.
SMILES	VEEV TC-83 Vero	Salmonella PhoP GFP	influenza NS1A	H37Rv inhibition	M. tuberculosis	others
CCN(CC)S(=O)(=O)c1ccc(C(=O)N(c2ccc(C)cc2)C2C=CS(=O)(=O)C2)cc1 (centres undefined)	i	-1%	-3%	-4%	-1%
O=C(CCS(=O)(=O)c1ccccc1Cl)NCc1ccc(F)cc1	7.2%	1%	-13%	-7%	18%
COc1ccc(S(=O)(=O)N2CCCC2CNC(=O)C(=O)NC2CCCCCC2)cc1 (centres undefined)	2.7%	3%	-14%	-1%	4%
Fc1cccc(/C=N/Nc2nncc3ccccc23)c1	i	-5%	25%	5%	-2%
CC(=O)Nc1ccc(S(=O)(=O)N[C@H](C(=O)O)C(C)C)cc1	0.2%	4%	-2%	1%	-11%
COc1cc(OC)cc(C(=O)N/N=C2/SCC(=O)N2Cc2ccco2)c1	4.3%	3%	8%	-9%	-11%
COc1ccc(N(CC(=O)N2CCCC2)S(=O)(=O)c2ccc(NC(C)=O)cc2)cc1	i	1%	4%	-9%	0%
Cc1ccc(S(=O)(=O)N2CCOCC2)cc1NC(=O)COC(=O)CCC(=O)c1ccc(F)cc1	0.9%	/	-11%	/	/
Cc1ccccc1NC(=O)CSc1nc2ccccc2c(=O)n1CC1CCCO1 (centres undefined)	4.2%	/	-8%	/	/
CN(c1ccccc1)S(=O)(=O)c1ccc(Cl)c(C(=O)NC2=NCCS2)c1	0.3%	6%	2%	-7%	/
Cn1c(=O)c2c(nc(CN3CCc4ccccc4C3)n2Cc2ccc(Cl)cc2)n(C)c1=O	i	13%	8%	3%	17%
O=C(NCc1cccs1)C1CCN(c2ccc(S(=O)(=O)N3CCOCC3)cc2Cl)CC1	0.8%	-10%	20%	4%	26%
CN(Cc1ccc(OC(F)F)cc1)C(=O)c1ccc2c(=O)n3c(nc2c1)CCC3	1.9%	13%	-6%	-8%	-12%
Cc1cc2c(s1)CCCCC(=O)N2	0.0%	1%	-8%	4%	0%
COc1ccc(NC(=O)c2cc(-c3cc(C)c(C)cc3O)n[nH]2)c(OC)c1	0.3%	0%	25%	2%	-17%
COc1ccc(CNC(=O)C2CCCN(S(=O)(=O)c3c(C)noc3/C=C/N(C)C)C2)cc1 (centres undefined)	1.9%	-1%	-2%	1%	1%
COCC(=O)N(Cc1cc2ccccc2[nH]c1=O)c1ccc(OC)cc1	0.9%	-6%	-4%	-8%	0%
CCn1nc(NS(=O)(=O)c2ccccc2)c2cc3cc(C)ccc3nc21	2.8%	-18%	2%	6%	-4%
FC(F)(F)c1cccc(NC(=S)Nc2ccc(Cl)c(Cl)c2)c1	?	1%	/	?	?
CCN(CC)CCN1C(=O)C(=O)/C(=C(/O)c2c(C)[nH]c(C(=O)OC)c2C)C1c1cccnc1 (centres undefined)	0.8%	-4%&4%	8%	-6%	-20%
Fc1ccc(-c2nnc3ccc(N4CCCC4)nn23)cc1	8.8%	2%	5%	-8%	/
CCc1ccc(NC(=O)Cn2nnc(C(=O)NCc3ccc4c(c3)OCO4)c2N)cc1	0.8%	1%	1%	3%	-5%
COc1ccc(-c2noc(CNS(=O)(=O)c3ccccc3)n2)cc1	3.3%	0%	-7%	-3%	10%
Cc1cc2occ(CC(=O)Nc3nccs3)c2cc1C(C)C	0.6%	-3%	5%	0%	-9%
Cc1cc(Sc2nnc(/N=C/N(C)C)s2)c2ccccc2n1	10%	2%	/	62%	?

(continued)
SMILES	VEEV TC-83 Vero	Salmonella PhoP GFP	influenza NS1A	H37Rv inhibition	M. tuberculosis	others
COc1ccc(OCC(=O)N/N=C2\CCCCc3ccccc32)cc1	3.4%	-1%	6%	-4%	/
O=C(CSc1nccn1-c1cccc(Cl)c1)NC1CCCC1	1.3%	2%	-2%	-5%	0%
O=C1/C(=C\c2ccccc2)CN(C(=O)CCN2CCCCC2)C/C1=C/c1ccccc1	?	/	-14%	/	/
Cc1ccc(S(=O)(=O)N2CCOCC2)cc1C(=O)N1CCC(Cc2ccccc2)CC1	2.1%	-3%	2%	-2%	-4%
CCOc1ccccc1N1CCN(C(=O)[C@@H]2CCCN2C2=NS(=O)(=O)c3ccccc32)CC1	1.8%	/	-15%	1%	4%
COc1ccc(/C=N/NC2=NS(=O)(=O)c3ccccc32)cc1OC(C)=O	0.7%	-10%	-18%	5%	1%
C[N+]1(CC(=O)OCCCc2ccccc2)CCOCC1	i	-6%	-2%	-6%	9%
Cc1cc(=O)oc2cc(OCC(=O)N3CCCC(C)C3)ccc12 (centres undefined)	0.2%	-2%	2%	-13%	-4%
NS(=O)(=O)c1cccnc1Nc1ccc(Cl)c(Cl)c1	1.6%	15%	0%	8%	-13%
COC(=O)c1cc(S(=O)(=O)NCCc2ccc(SC)cc2)c[nH]1	1.6%	15%	-13%	1%	28%
CC1CCN(c2ccc3nnc(CCC(=O)NCCCOC(C)C)n3n2)CC1	0.3%	0%	-12%	0%	-9%
O=C(N/N=C/c1ccco1)c1cnccn1	0.0%	-7%	6%	-14%	-13%
O=C(NC1CCCCC1)c1ccc(N2CCOCC2)c([N+](=O)[O-])c1	0.2%	-5%	3%	8%	35%
COc1ccc(/C=N/c2nc3ccccc3n2C)cc1OC	0.0%	-4%	-2%	-17%	-5%
N/C(=N\c1nc2c(c(=O)[nH]1)CCCC2)Nc1ccccc1Sc1ccccc1	i	-2%	-1%	/	/
C=C[C@@]1(C)CC(=O)[C@]2(O)[C@@]3(C)[C@@H](O)CCC(C)(C)[C@@H]3[C@H](O)[C@H](OC(C)=O)[C@@]2(C)O1	9.6%	-26%	3%	-9%	-4%
C=CCNc1nc(N)c(C(=C(C#N)C#N)c2ccccc2)s1	7.8%	4%	1%	4%	10%
Cc1ccc(C)c(N(C(=O)Cn2nnc(-c3cccs3)n2)C(C(=O)NC2CC2)c2ccc(C)o2)c1 (centres undefined)	0.4%	-4%	1%	-10%	-23%
CCOC(=O)CSc1ccc(-c2nc3cc(C)c(C)cc3[nH]2)cn1	5.7%	-11%	9%	?	?
C/C(CC(=O)NCCc1ccccc1)=N\NC(=O)COc1ccc(Br)cc1	0.8%	6%	-5%	6%	4%
Cn1c(=O)oc2cc(S(=O)(=O)Nc3cccc(C(=O)O)c3)ccc21	2.3%	-8%	0%	-6%	4%	VEEV TC-83 Vero 10K pilot screen=0.9
Cn1c(-c2ccc(C(C)(C)C)cc2)n[nH]c1=S	3.7%	3%	-11%	14%	13%
O=S(=O)(c1ccccc1)N1CCCC1c1cccs1 (centres undefined)	i	10%	-3%	2%	9%
Cc1cccc(OCC(=O)N/N=C/c2sc(=O)n(Cc3cccc(C(=O)O)c3)c2Cl)c1	i	6%	-5%	4%	15%
O=C(COc1coc(CN2CCN(c3ccccc3F)CC2)cc1=O)NCC1CCCO1 (centres undefined)	1.4%	-1%	-3%	-6%	-21%

Next section:
SMILES	VEEV TC-83 Vero	Salmonella PhoP GFP	influenza NS1A	H37Rv inhibition	M. tuberculosis	others
CN1C(=O)C(C2c3ccccc3C(=O)N2Cc2ccccc2)C(=O)N(C)C1=O (centres undefined)	3.9%	1%	5%	-10%	-11%
O=C(O)CCCC(=O)N1CCN(c2nc(-c3ccccc3Cl)c3cc(Br)ccc3n2)CC1	i	9%	-5%	3%	-4%
c1cc2ccc3ccc(CN4CCOCC4)c4ccc(c1)c2c34	i	-8%	-3%	37%	13%
O=c1oc2ccccc2c(NCCc2ccccc2)c1[N+](=O)[O-]	1.0%	-3%	-7%	-2%	12%
Cc1cccc2cc(C#N)c(NCCNS(=O)(=O)c3ccc4c(c3)OCCO4)nc12	i	-7%	-18%	-1%	31%
O=C(O)c1cccc(NC(=O)c2cccc(S(=O)(=O)N3CCc4ccccc43)c2)c1	0.7%	-17%	3%	2%	-8%
Cc1ccc(N=Cc2c(O)n(-c3nccs3)c(=O)c3ccccc23)cc1	1.5%	5%	1%	13%	-2%
CCN1CCN(C(=O)CCc2nnc3ccc(N4CCC5(CC4)OCCO5)nn23)CC1	2.2%	0%	3%	4%	3%
COc1ccc(-c2nnnn2-c2ccccc2OC)cc1	i	9%	24%	2%	13%
CN(C)c1ccc(C=NNc2nc3c([nH]2)c(=O)n(C)c(=O)n3C)cc1	13%	/	5%	/	/
COc1cc(/C=C/C(=O)OCC(=O)NNC(=O)c2cc(Cl)ccc2OC)ccc1O	3.2%	/	-2%	25%	6%
COC(=O)c1cc(S(=O)(=O)N2CCN(c3cccc(OC)c3)CC2)cn1C	0.9%	5%	2%	5%	-1%
O=C1CN(C(=O)COC(=O)C2CCN(S(=O)(=O)c3ccccc3C(F)(F)F)CC2)c2ccccc2N1	1.6%	-7%	0%	8%	14%
